Keap1 Nrf2 FP = disrupts human Keap1 binding to Nrf2 peptide; Keap1 Kelch-Nrf2 peptide fluorescence polarization, 1536-well; inhibition, % at 9.4 µM; hit rate 0.15% among 340,000; Q14145; in the data active = inhibition above about 12%;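 note: human Keap1 Kelch domain with fluorescein labeled Nrf2 9mer peptide probe; 0% = neutral control wells and 100% = peptide positive control; higher means more block of Keap1 binding to Nrf2 peptide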
SUMO Mot1 rescue = blocks SUMOylation pathway, rescuing yeast Mot1-301 growth | S. cerevisiae Mot1-301 growth rescue, ATP luminescence, 38.5C; percent above DMSO median, 100 means doubled | growth rescue, % at 18.8 µM | hit rate 1% among 320,000 | AID 2716;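 active = every valid replicate shows activation above 250% relative to neutral control wells; inactive = the rest, any valid replicate at or below 250%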;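 note: OY570 slx delta 5 strain wells were the positive control but not used for scaling; some compounds called inactive have numbers as strong as hits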
RTF Ca sens act = increases calcium sensitivity of human cardiac regulated thin filaments | activation, % at 7.2 µM | hit rate 0.24% among 340,000 | IANBD-labeled TnC RTF fluorescence at EC20 calcium; 0% EC20 calcium, 100% full calcium | P19429+P45379 | AID 493008;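 active = activation above the mean over all tested compounds plus 3 SD, cut at about 30% in these data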;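 note: rise in fluorescence read as greater calcium sensitivity of cardiac thin filaments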
NSD2 HMT inh = inhibitors of human histone methyltransferase NSD2; NSD2 peptide methylation, AlphaScreen, 120 min; inhibition, % at 12.5 µM; hit rate 0.54% among 310,000; AID 743445; in the data active = inhibition above about 50%
RTF Ca sens inh = cardiac RTF calcium desensitization; P19429+P45379; IANBD-labeled cardiac RTF, Ca2+ fluorescence; inhibition, % at 7.15 µM; hit rate 0.12% among 340,000;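 active = inhibition above the mean inhibition of all tested compounds plus 3 SD, cut at about 17% in these data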;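 note: assay run at fixed EC70 calcium of 1.6 mM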
LANA DNA inh = KSHV C-LANA DNA binding inhibition | MBP-C-LANA/FAM-LBS DNA binding, fluorescence polarization | inhibition, % at 9 µM | hit rate 0.078% among 340,000;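 active = highest replicate inhibition at or above 60% at 9 µM, even if other replicates fall short; inactive = all replicates below 60% inhibition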;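 note: 0% = neutral control wells and 100% = 4 µM acridine orange control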
dFosB activator = activators of mouse delta FosB homodimer | P13346 | purified delta FosB, TAMRA-CDK5 oligo fluorescence polarization; percent of positive-control signal above neutral wells | activation, % at 25 µM | hit rate 0.99% among 340,000 | AID 493131;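 active = mean activation above about 17%, with every replicate also reaching it, limit read from the data, passing the limit was not always enough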;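 note: fluorescence polarization rise as delta FosB binds a TAMRA Cdk5 AP-1 oligo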
Target sequence (P13346 whole entry, looked up): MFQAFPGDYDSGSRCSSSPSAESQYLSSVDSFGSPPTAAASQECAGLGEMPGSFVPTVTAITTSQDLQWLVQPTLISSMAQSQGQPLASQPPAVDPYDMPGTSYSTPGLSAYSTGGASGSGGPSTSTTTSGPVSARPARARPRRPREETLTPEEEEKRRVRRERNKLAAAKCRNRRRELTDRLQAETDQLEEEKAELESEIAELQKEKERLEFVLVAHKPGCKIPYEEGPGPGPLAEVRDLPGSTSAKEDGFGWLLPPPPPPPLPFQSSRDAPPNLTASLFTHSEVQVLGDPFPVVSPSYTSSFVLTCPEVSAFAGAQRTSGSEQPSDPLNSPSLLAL
Rtt109 Vps75 = inhibitors of Candida albicans Rtt109/Vps75 histone acetyltransferase; Q5AAJ8; purified Rtt109/Vps75, ThioGlo CoA-SH fluorescence, 4 h; inhibition, % at 34.9 µM; hit rate 0.16% among 330,000;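 active = inhibition of at least 50% in every replicate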
CDK5 inh = CDK5/p35 (human) kinase inhibition; Q00535+Q15078; Recombinant CDK5/p35, ADP-Glo luminescence, 60 min; inhibition, % at 10 µM; hit rate 0.01% among 330,000; AID 488839;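 active = highest replicate inhibition of at least 50% and at least 75% of replicates reaching 50%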;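 note: plate controls were DMSO neutral control for no effect and GW8510 at 10 µM for full effect; many of its hits are not listed in these tables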
Target sequence (Q00535 whole entry, looked up): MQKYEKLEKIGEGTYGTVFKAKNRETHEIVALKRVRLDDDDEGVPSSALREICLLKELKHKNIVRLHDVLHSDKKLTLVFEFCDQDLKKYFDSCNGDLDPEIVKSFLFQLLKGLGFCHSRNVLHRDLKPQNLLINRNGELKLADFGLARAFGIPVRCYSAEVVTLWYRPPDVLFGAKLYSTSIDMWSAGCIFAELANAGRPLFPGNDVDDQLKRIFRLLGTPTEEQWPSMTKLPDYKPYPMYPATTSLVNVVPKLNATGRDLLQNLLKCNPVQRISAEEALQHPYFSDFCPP
Target sequence (Q15078 whole entry, looked up): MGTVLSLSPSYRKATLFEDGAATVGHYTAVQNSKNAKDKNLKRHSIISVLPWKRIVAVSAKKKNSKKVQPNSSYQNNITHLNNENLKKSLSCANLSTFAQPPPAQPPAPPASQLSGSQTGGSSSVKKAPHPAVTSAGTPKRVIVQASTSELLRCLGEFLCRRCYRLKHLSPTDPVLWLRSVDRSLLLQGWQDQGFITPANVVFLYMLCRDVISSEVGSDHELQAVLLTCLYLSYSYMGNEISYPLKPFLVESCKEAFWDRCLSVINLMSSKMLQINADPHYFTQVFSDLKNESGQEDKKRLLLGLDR
PvdQ acylase = blocks Pseudomonas aeruginosa PvdQ acylase activity; hit rate 0.063% among 340,000; AID 488965; inhibition, % at 10 µM; purified PvdQ acylase, fluorescence plate reader; in the data active = inhibition above about 30%, passing the limit was not always enough;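 note: 0% = vehicle neutral wells and 100% = reference inhibitor wells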
PfHsp90 set2 = inhibits growth of yeast expressing Plasmodium falciparum Hsp90; AID 504621; hit rate 0.32% among 310,000; inhibition, % at 9.4 µM; S. cerevisiae expressing PfHsp90, BacTiter-Glo ATP, 48 h; yeast lacking PDR1 and PDR3 efflux regulators;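 active = every replicate shows inhibition above about 80%, whatever the replicate mean, limit read from the data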;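 note: 0% = DMSO neutral controls and 100% = 20 µM radicicol positive controls; yeast relying on Plasmodium falciparum Hsp90 in place of its own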
* = called active by the depositor; . = not tested or not shown.

#	SMILES	PfHsp90 set2	PvdQ acylase	Rtt109 Vps75	RTF Ca sens act	NSD2 HMT inh	CDK5 inh	SUMO Mot1 rescue	LANA DNA inh	Keap1 Nrf2 FP	RTF Ca sens inh	dFosB activator
1	CC(=O)OCC1=C(C(=O)O)N2C(=O)C(NC(=O)c3ccc(COc4cccc(Cl)c4Cl)o3)C2SC1 (configuration not stated)	-10	0	3	7	20	-3.8	-15	10	-16	4	-8
2	COC(=O)c1ccc(C2c3c(oc4ccccc4c3=O)C(=O)N2CCCN2CCOCC2)cc1 (configuration not stated)	-15	-12	0	9	.	0.1	4	-1.3	3	-8	-10
3	CCCCCCN1C(=O)C(O)=C(C(C)=O)C1c1ccccc1[N+](=O)[O-] (configuration not stated)	3	-14	6	-2	2	-1.8	.	0.8	2	-4	1
4	O=C(COC(=O)CNC(=O)c1ccccc1F)NC12CC3CC(CC(C3)C1)C2	-4	0	-2	-5	0	-0.7	6	0.3	-1	4	2
5	O=C(Nc1cc(Cl)cc(Cl)c1)c1coc(=O)c(Br)c1	-2	-8	-14	0	2	1.0	-8	5.8	-2	-3	-6
6	Cc1ccc(-n2ncc3c(=O)n(CC(=O)OCc4ccccc4)cnc32)cc1	23	-8	9	6	1	-1.1	402	-2.3	1	-3	2
7	Cc1ccc(C(=O)Nc2cccc(S(=O)(=O)N3CCCC3)c2)o1	-11	0	-10	-4	0	-0.4	149	0.5	1	1	-13
8	CN1CCN(C(=O)C2(NC(=O)NCc3ccccc3)CCCCC2)CC1	3	4	-6	0	-12	-2.0	-13	1.0	-1	-15	0
9	CC(C)C[C@H](NC(=O)NCc1ccc(F)cc1)C(=O)O	-13	7	-19	2	1	-1.3	-15	0.5	-5	-1	-3
10	Cc1nn(-c2ccccc2)c(N2CCCC2)c1/C=N/NC(=O)c1cc2ccccc2cc1O	-12	-8	4	8	1	0.7	-8	1.8	-2	-22	-3
11	O=C(Nc1ccc(C(=O)N2CCCCC2)cc1)c1ccc([N+](=O)[O-])cc1	10	-4	6	0	0	1.4	11	-1.0	-1	2	2
12	CCCCS/C(=C(/C#N)C(N)=O)c1cc2c([nH]1)CCCC2	.	-9	0	0	9	0.5	12	-0.2	-4	-4	-4
13	CS(=O)(=O)c1cccc(-c2nnc(NC(=O)CCS(=O)(=O)c3ccccc3)o2)c1	-12	-5	-2	4	-5	1.5	-7	-1.4	0	-6	2
14	COc1ccccc1CC(=O)Nc1ccccc1C(=O)O	.	-22	-5	2	-3	-2.0	2	0.2	-4	0	-6
15	O=C(O)c1ccc(N/N=C/C=C/c2ccc([N+](=O)[O-])o2)cc1	20	-3	10	-2	.	2.3	21	7.1	-17	-14	-2
16	CCOC1(c2ccccc2)OC(=O)c2ccccc21 (configuration not stated)	5	-14	2	2	4	-1.0	67	1.6	4	7	-6
17	Brc1ccc(CNCc2cccs2)cc1	-6	-2	3	3	-3	0.3	5	-1.8	-4	-16	-8
18	NCCC(=O)N1c2ccccc2Sc2ccc(Cl)cc21	-18	-17	-3	-2	0	-0.6	-23	-1.6	-2	-16	-7
19	CCC(C(=O)O)n1c2ccccc2c2cn[nH]c(=O)c21 (configuration not stated)	10	2	1	-1	-3	0.4	8	-0.9	0	-5	6
20	COc1ccc(C(=O)OCC(=O)NCc2ccccc2)c(OC)c1OC	-9	-14	-3	4	0	-1.1	-22	-0.3	-8	-4	1

Full records, quoted from the list. Values in the order: PfHsp90 set2, PvdQ acylase, Rtt109 Vps75, RTF Ca sens act, NSD2 HMT inh, CDK5 inh, SUMO Mot1 rescue, LANA DNA inh, Keap1 Nrf2 FP, RTF Ca sens inh, dFosB activator
Results for `Cc1nn(-c2ccccc2)c(N2CCCC2)c1/C=N/NC(=O)c1cc2ccccc2cc1O` → -12, -8, 4, 8, 1, 0.7, -8, 1.8, -2, -22, -3
Results for `CCC(C(=O)O)n1c2ccccc2c2cn[nH]c(=O)c21` (configuration not stated) → 10, 2, 1, -1, -3, 0.4, 8, -0.9, 0, -5, 6

In the list so far, two have bromine.
#	SMILES	PfHsp90 set2	PvdQ acylase	Rtt109 Vps75	RTF Ca sens act	NSD2 HMT inh	CDK5 inh	SUMO Mot1 rescue	LANA DNA inh	Keap1 Nrf2 FP	RTF Ca sens inh	dFosB activator
5	O=C(Nc1cc(Cl)cc(Cl)c1)c1coc(=O)c(Br)c1	-2	-8	-14	0	2	1.0	-8	5.8	-2	-3	-6
17	Brc1ccc(CNCc2cccs2)cc1	-6	-2	3	3	-3	0.3	5	-1.8	-4	-16	-8

The list goes on:
#	SMILES	PfHsp90 set2	PvdQ acylase	Rtt109 Vps75	RTF Ca sens act	NSD2 HMT inh	CDK5 inh	SUMO Mot1 rescue	LANA DNA inh	Keap1 Nrf2 FP	RTF Ca sens inh	dFosB activator
21	CCN(CC(=O)Nc1c(F)cccc1F)C(=O)CSCC(=O)Nc1cc(C)on1	37	-12	-9	-6	-3	-4.5	-17	0.2	-5	0	-4
22	COn1c(=O)c(-c2cccs2)[n+]([O-])c2ccccc21	-62	-7	6	13	1	-0.4	-3	0.6	-4	-10	-1
23	CC(C)CCn1c(SCc2ccc(Cl)cc2)nc2c1c(=O)[nH]c(=O)n2C	-26	-14	-3	-2	0	0.2	-15	1.4	-1	-13	-3
24	O=C1c2cc(F)ccc2-n2c1nc1ccccc1c2=O	90*	-13	.	5	1	2.0	-22	2.5	-3	-8	-2
25	CCSC1(SCC)N=C(N)C2(C#N)C(c3ccccc3)NC3=C(CCC3)C12C#N (configuration not stated)	22	0	3	-2	0	1.0	8	3.4	6	-2	6
26	Cc1cccc(C)c1NC(=O)COC(=O)CCC(=O)c1cccs1	-1	-14	-3	0	-2	-2.3	-9	0.3	-4	4	-9
27	COc1ccc(OC)c(S(=O)(=O)NCc2ccccc2)c1	.	9	-3	-6	-1	0.6	-6	-1.2	-1	1	0
28	OCCOCCNc1ncnc2c1c(-c1ccccc1)cn2-c1ccccc1	1	-14	7	-6	15	-0.9	5	-1.6	5	-3	-8
29	COC(=O)CSc1nc2sc3c(c2c(=O)n1-c1ccccc1)CCN(C)C3	-14	3	-117	4	9	0.9	-12	0.4	-9	-7	-10
30	CN(CC(=O)Nc1ccccc1Br)C(=O)COc1cccc2c1OC(C)(C)C2	-6	-11	-1	-7	0	-1.7	15	-0.4	-6	-3	-6
31	CCOC(=O)C(C)n1cnc2scc(-c3ccc(C)cc3)c2c1=O (configuration not stated)	-23	-14	-10	3	-8	0.0	2	0.9	-8	-3	-4
32	CCc1ccc(NC(=O)Nc2cnccn2)cc1	2	0	-1	-1	-2	1.8	2	0.2	1	-3	-4
33	CCOc1ncccc1C(=O)Nc1ccccc1C(=O)NCc1ccc2c(c1)OCO2	-6	-3	3	-2	5	1.9	-11	-3.3	-2	-3	-4
34	O=C(Nc1c(C(=O)O)oc2ccc(Br)cc12)c1ccccc1	17	-9	8	0	.	-1.1	-7	-0.2	2	4	-10
35	C=CCC[C@@H](Cc1ccc(F)cc1)C(=O)OC[C@@H](Cc1c[nH]c2ccccc12)NC(=O)[C@@H](CC=C)CC(=O)N[C@@H](CO)Cc1ccccc1	-12	-6	7	3	.	0.9	-11	-0.2	0	2	-11
36	Cc1ccc(C)c(-n2c(-c3ccco3)n[nH]c2=S)c1	8	-10	9	-3	-3	0.9	-6	0.3	-2	2	-7
37	COc1cc(/C=N/NC(=O)Cn2nnc3ccccc32)ccc1O	-12	8	.	-5	0	-0.7	6	-0.8	-6	10	-4
38	COc1cc(C(=S)N2CCOCC2)cc(OC)c1OC	-2	7	-10	-5	-1	1.1	-5	-0.7	2	-2	6
39	CCOc1ccc(/C=N/NC(=O)c2[nH]c3ccc(C)cc3c2C)cc1	-30	-13	-5	-3	1	-0.2	2	-0.5	0	-5	-4
40	O=C(NCCCn1ccnc1)/C(=C\c1cccnc1)NC(=O)c1ccco1	5	0	-9	9	-4	-0.9	.	-1.5	-4	5	-7
41	CCCNc1nc2ccccc2c(=O)[nH]1	-15	0	2	5	-3	-0.7	543*	3.9	-3	0	-3
42	CC1CCc2sc(C(=O)NCc3ccc(F)cc3)cc2C1 (configuration not stated)	-14	-6	0	2	23	0.0	.	-0.9	-1	-1	-1
43	O=C(NN=C1CCCC1)c1cc(Cl)cc(Cl)c1O	-5	-13	11	3	.	-6.0	-3	1.5	-2	-6	1
44	CCN1CCN(C(CNC(=O)c2ccc3c(c2)OCO3)c2cccnc2)CC1 (configuration not stated)	-6	-8	-2	1	.	0.9	3	2.0	2	-10	-2
45	Cc1cccc(C)c1NC(=O)c1cc(-c2ccccn2)nc2ccccc12	-15	-13	-2	5	-3	-9.0	-4	1.8	-6	-4	-23
46	CCOC(=O)c1sc(NC(=O)C2CC2)cc1C	9	-5	-3	-5	.	-0.1	298	0.6	-7	-6	0
47	O=C(N=C1SC2CS(=O)(=O)CC2N1c1ccc(Br)cc1)C1CCCO1 (configuration not stated)	5	-9	-4	0	3	1.7	-9	-0.8	-5	-6	-5
48	CCCN1C(=O)/C(=C/c2ccc(N3CCCC3)c(C)c2)NC1=S	-44	5	8	68*	0	-2.6	66	-2.5	-24	-196	-7
49	Cc1ccc(CNC(=O)c2ccccc2NC(=O)C2=CSCCO2)cc1	-24	-7	-1	7	0	2.1	-8	-1.3	-4	-2	-12

Pulled one by one from the list above:
#	SMILES	PfHsp90 set2	PvdQ acylase	Rtt109 Vps75	RTF Ca sens act	NSD2 HMT inh	CDK5 inh	SUMO Mot1 rescue	LANA DNA inh	Keap1 Nrf2 FP	RTF Ca sens inh	dFosB activator
43	O=C(NN=C1CCCC1)c1cc(Cl)cc(Cl)c1O	-5	-13	11	3	.	-6.0	-3	1.5	-2	-6	1
41	CCCNc1nc2ccccc2c(=O)[nH]1	-15	0	2	5	-3	-0.7	543*	3.9	-3	0	-3

High-throughput results (PubChem)
